Screening results from PubChem.
LEDGF integ inh: blocks HIV-1 LEDGF/p75-dependent DNA integration; AID 743269; TR-FRET IN-LEDGF/p75 DNA integration, Eu/Cy5; actives 0.64% (n = 370,000); inhibition, % at 3.7 µM;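 active means inhibition above the screen-wide mean plus 3 SD, cut at about 13% in these data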;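 further: signal is the Cy5 over europium emission ratio at 671 and 618 nm; 0% = plate median of compound wells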
ARFGAP1 inh: inhibitors of rat ARFGAP1; Q62848; actives 0.26% (n = 360,000); Arfgap1-stimulated ARF1 GTP hydrolysis, GDP FP detection; inhibition, % at 16.5 µM;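 active means inhibition above a per-plate limit, mean inhibition of low control wells plus 3 SD, cut at about 25% in these data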;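 further: 0% = DMSO wells with enzyme and 100% = wells lacking Arfgap1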
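Replicates: Single well per compound | Assay system: Truncated rat Arfgap1 GAP domain | Control set: No-Arfgap1 wells (100%) versus DMSO full-reaction wells (0%) | Times: Enzyme reaction 120 min at 25 °C after 20 min preincubation | Reagent: Human ARF1(Δ1-17)-GTP substrate | Measured by: Tracer-displacement fluorescence polarization with EDTA stop, 620/688 nm | Measure: Percent inhibition of Arfgap1-stimulated GTP hydrolysis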
ASAP1 inh: blocks human ASAP1-stimulated Arf1 GTP hydrolysis; Q9ULH1; GDP FP detection; inhibition, % at 16.5 µM; actives 0.19% (n = 360,000); in the data active means inhibition above about 25%;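 further: 0% = vehicle with enzyme and substrate and 100% = no enzyme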
Tn7 DDE FP: DD(E)-Tn7 binding inhibition, primary FP screen. P02675. FP displacement of FITC-Tn7 peptide from fibrin DD(E); 0% = median of compound wells per plate. inhibition, % at 8.3 µM. actives 0.13% (n = 370,000). AID 720508;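 active means inhibition above the mean of compounds falling within the control limits plus 3 SD of them, cut at about 14% in these data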;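 further: 0% = plate median of compound wells and 100% = 10 µM Aha-Tn7 peptide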
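Measure: % inhibition scaled between sample-field median and high-control FP; Test system: human fibrin DD(E); Quantity: 2 µM final DD(E) protein; Doses: one dose, 8.3 µM nominal; Schedule: compound with protein 10 min, then 3 h after probe, room temperature; Detection: fluorescence polarization; Medium: Tris buffer with calcium and detergent, pH 7.8.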
ADAM10 inh: inhibitors of human ADAM10; O14672; inhibition, % at 7 µM; actives 0.62% (n = 370,000); recombinant ADAM10, EDANS/DABCYL FRET peptide cleavage, 3 h; AID 720582;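 active means inhibition above a per-campaign cutoff equal to the mean of compounds falling between control-based bounds plus 3 SD, cut at about 20% in these data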;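 further: 0% = DMSO wells while the 100% control is not disclosed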
TDP2 absorb: TDP2 (human) inhibition, absorbance primary screen | O95551 | recombinant TDP2, T5PNP hydrolysis, p-nitrophenol absorbance 415 nm | inhibition, % at 12.8 µM | actives 0.34% (n = 370,000);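 active means inhibition above the mean of all tested compounds plus 3 SD, set per campaign, cut at about 25% in these data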;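 further: 0% = DMSO with enzyme and 100% = buffer with substrate but no TDP2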
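Incubation: 2 h at 37 °C; Test system: recombinant human TDP2; Quantity: enzyme 120 nM; Read-out basis: percent inhibition; Medium: 50 mM Tris-HCl pH 7.5 with Mg2+, KCl, DTT, BSA; Repeats: single replicate; Compound: 12.8 µM single point, 1% DMSO; Signal: epi absorbance; Reagent: 5 mM T5PNP chromogenic substrate; Benchmarks: no-enzyme high, DMSO-plus-enzyme low.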
KLK7 zymogen act: proKLK7 (human) activation, primary screen. P49862. purified proKLK7, EDANS-DABCYL substrate fluorescence; 100% is mature enzyme control, 0% vehicle. activation, % at 7 µM. actives 0.9% (n = 370,000);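 active means activation above the mean of all tested compounds plus 3 SD, computed per campaign excluding outliers beyond control limits, cut at about 13% in these data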
ADAM17 inh: ADAM17 inhibition, QFRET primary screen. recombinant ADAM17, EDANS/DABCYL FRET peptide cleavage. P78536. AID 720648. inhibition, % at 6.95 µM. actives 0.83% (n = 370,000);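 active means inhibition above the mean of compounds lying between control limits plus 3 SD, set per campaign, cut at about 8.5% in these data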;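 further: 0% = DMSO-only wells as the low control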
PLCg1 inh: blocks human PLC-gamma1 enzyme activity; inhibition, % at 12.2 µM; actives 0.84% (n = 370,000); purified PLC-gamma1, fluorogenic substrate, fluorescence; P19174; in the data active means inhibition above about 9.5%
Target sequence (P19174 whole entry, looked up): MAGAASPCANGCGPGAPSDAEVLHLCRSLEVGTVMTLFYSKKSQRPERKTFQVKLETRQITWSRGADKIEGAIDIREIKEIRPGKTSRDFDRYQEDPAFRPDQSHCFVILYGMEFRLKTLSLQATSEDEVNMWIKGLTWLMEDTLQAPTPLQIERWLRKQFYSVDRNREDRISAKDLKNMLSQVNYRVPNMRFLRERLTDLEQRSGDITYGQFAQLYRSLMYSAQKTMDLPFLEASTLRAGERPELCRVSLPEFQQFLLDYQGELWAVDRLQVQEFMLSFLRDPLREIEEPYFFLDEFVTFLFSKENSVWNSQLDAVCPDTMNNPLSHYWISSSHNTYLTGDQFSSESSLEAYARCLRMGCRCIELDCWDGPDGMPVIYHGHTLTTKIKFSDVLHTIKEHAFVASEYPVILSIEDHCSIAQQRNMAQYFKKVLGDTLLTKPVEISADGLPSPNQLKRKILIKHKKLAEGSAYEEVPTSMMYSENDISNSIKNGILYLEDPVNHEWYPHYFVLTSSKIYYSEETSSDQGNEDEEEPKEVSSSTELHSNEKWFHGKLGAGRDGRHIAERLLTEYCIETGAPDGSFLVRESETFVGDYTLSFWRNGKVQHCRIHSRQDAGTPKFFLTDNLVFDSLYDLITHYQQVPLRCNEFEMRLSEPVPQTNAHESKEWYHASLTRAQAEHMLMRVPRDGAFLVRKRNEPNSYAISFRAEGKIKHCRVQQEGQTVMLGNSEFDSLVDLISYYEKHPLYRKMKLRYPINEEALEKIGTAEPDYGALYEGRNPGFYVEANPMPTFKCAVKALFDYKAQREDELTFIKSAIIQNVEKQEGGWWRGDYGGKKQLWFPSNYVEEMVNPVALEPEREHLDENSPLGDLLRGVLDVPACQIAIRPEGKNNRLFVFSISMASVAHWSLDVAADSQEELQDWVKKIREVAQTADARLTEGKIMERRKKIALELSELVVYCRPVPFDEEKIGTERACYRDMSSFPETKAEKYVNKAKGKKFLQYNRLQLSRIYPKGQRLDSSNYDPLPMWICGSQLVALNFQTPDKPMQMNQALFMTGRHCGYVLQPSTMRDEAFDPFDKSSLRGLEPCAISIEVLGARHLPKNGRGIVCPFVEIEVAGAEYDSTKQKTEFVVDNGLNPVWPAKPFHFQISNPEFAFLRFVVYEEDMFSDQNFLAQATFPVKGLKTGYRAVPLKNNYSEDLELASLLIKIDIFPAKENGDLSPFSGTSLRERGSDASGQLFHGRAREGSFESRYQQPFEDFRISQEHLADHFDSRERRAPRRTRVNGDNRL
Tn6 DDE FP: disrupts Tn6 cyclic peptide binding to fibrin D-Dimer-E complex; actives 0.21% (n = 370,000); P02675; inhibition, % at 8.3 µM; Fibrin DD(E) TRITC-Tn6 fluorescence polarization displacement; AID 720509;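 active means inhibition above a per-campaign cutoff: mean of compounds within control limits plus 3 SD, cut at about 15% in these data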;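 further: 0% = median of all compound wells on the plate and 100% = blocking peptide control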
Active calls of the source: *; · = no result given.

SMILES	LEDGF integ inh	ARFGAP1 inh	ASAP1 inh	Tn7 DDE FP	ADAM10 inh	TDP2 absorb	KLK7 zymogen act	ADAM17 inh	PLCg1 inh	Tn6 DDE FP
Cc1cccc(C(=O)N2CCN(S(=O)(=O)c3ccc4c(c3)OCCCO4)CC2)c1[N+](=O)[O-]	-1	9	2	-6	-4	-13	-0.4	2	3	-14
CCCCn1c(NC(C)CC)nc2c1c(=O)[nH]c(=O)n2C (stereo unspecified)	-2	-17	-5	-1	6	-4	0.0	-3	0	3
CCc1cc(=O)oc2cc(OCC(=O)N3CCCc4ccccc43)ccc12	4	1	6	-4	-23	6	0.6	-8	-4	1
COc1cc(/C=C/C(=O)OCC(=O)N2CCN(S(=O)(=O)c3ccc(C)cc3C)CC2)ccc1O	-1	6	-5	11	-52	-12	-1.9	-14	-65	4
COc1ccc(N2CCN(CC(=O)N3c4ccccc4CC3C)CC2)cc1 (stereo unspecified)	0	4	-10	-1	-4	26*	-0.5	-2	1	-2
NS(=O)(=O)c1ccc(NC(=O)/C=C/c2ccccc2[N+](=O)[O-])cc1	1	-2	2	0	1	2	0.1	0	-2	-1
O=C(COC(=O)Cc1n[nH]c(=O)c2ccccc12)Nc1cccc(C(F)(F)F)c1	-2	8	2	5	9	-7	0.1	-2	0	2
CCOC(=O)N1CCN(C2CCCN(C(=O)c3cccc(Cl)c3)C2)CC1 (stereo unspecified)	2	7	-11	1	2	-4	-0.4	-2	0	2
Cc1ccc(S(=O)(=O)CCSc2nc(C)cc(C(F)(F)F)c2C#N)cc1	-2	16	1	9	-1	-6	-0.3	3	1	-1
Cc1cc(C(=O)CN2C(=O)NC3(CCCCC3)C2=O)c(C)n1Cc1ccc2c(c1)OCO2	-2	12	-10	1	4	5	1.0	-4	0	8
CC(=O)C[C@@H](O)CC(=O)[C@@H]1OC(=O)[C@@H](C)CCCCc2ccccc21	4	7	-3	3	2	-5	0.3	3	4	-1
O=C(c1ccncc1)N1CCCC(N2CCN(c3cccc(C(F)(F)F)c3)CC2)C1 (stereo unspecified)	-3	10	-11	0	3	-1	-0.1	-1	-1	5
CN(c1ccccc1)S(=O)(=O)c1ccc(C(=O)Nc2ncccc2O)cc1	-1	-1	10	4	-11	4	0.0	-1	0	-4
COc1ccccc1NC(=S)N(CCN1CCCCCC1)Cc1cccs1	1	-13	11	1	-2	12	-0.5	-2	0	3
COc1ccc(C(=O)N2CCC(C(=O)NC3CC3)CC2)cc1	1	-8	2	2	1	5	-0.6	-1	2	2
CC(C)n1c(-c2ccco2)csc1=Nc1cccnc1	2	-8	3	6	0	-1	1.1	-4	-5	-5
Brc1ccccc1C1Nc2cccc3cccc(c23)N1	-8	-1	4	4	11	4	-0.5	8	-6	0
O=C(OCC1CC(c2ccccc2)=NO1)c1ccc(Br)cc1 (stereo unspecified)	-3	-2	-8	0	-2	2	0.5	6	-1	4
Cc1ccccc1N1CC(O)(c2ccccc2)[N+]2=C1SCC2 (stereo unspecified)	3	-4	-3	0	4	5	-0.6	-2	-1	3
COc1ccc(-c2nc3cc(C)ccn3c2NC(=O)c2c(F)cccc2Cl)cc1	0	3	5	-4	4	13	-0.2	-3	1	-1
CCC(=O)Nc1nc(C)c(-c2csc(Nc3ccccn3)n2)s1	0	7	-1	-6	-18	11	-1.2	-9	-18	-3
CCn1ncc(/C=C/C(=O)NCc2cn(C)nc2C)c1C	-3	1	-10	-6	-4	-1	1.0	-3	1	1
NC(=O)Cn1nnc(-c2ccc(C(F)(F)F)cc2)n1	-4	9	1	9	8	-3	0.1	0	-1	-1
Cc1nn(Cc2ccccc2)c(C)c1NS(=O)(=O)c1ccccc1	-4	-4	10	-3	3	-9	0.0	2	-3	-1
O=C(O)c1ccccc1NC(=O)C1CCN(S(=O)(=O)c2ccc3c(c2)OCCO3)CC1	-2	-10	2	-3	-8	-3	-0.2	-7	-1	3

3 entries from above, sorted by formula weight, highest first.
SMILES	LEDGF integ inh	ARFGAP1 inh	ASAP1 inh	Tn7 DDE FP	ADAM10 inh	TDP2 absorb	KLK7 zymogen act	ADAM17 inh	PLCg1 inh	Tn6 DDE FP
O=C(c1ccncc1)N1CCCC(N2CCN(c3cccc(C(F)(F)F)c3)CC2)C1 (stereo unspecified)	-3	10	-11	0	3	-1	-0.1	-1	-1	5
CCCCn1c(NC(C)CC)nc2c1c(=O)[nH]c(=O)n2C (stereo unspecified)	-2	-17	-5	-1	6	-4	0.0	-3	0	3
NC(=O)Cn1nnc(-c2ccc(C(F)(F)F)cc2)n1	-4	9	1	9	8	-3	0.1	0	-1	-1

Remaining list, next part:
SMILES	LEDGF integ inh	ARFGAP1 inh	ASAP1 inh	Tn7 DDE FP	ADAM10 inh	TDP2 absorb	KLK7 zymogen act	ADAM17 inh	PLCg1 inh	Tn6 DDE FP
Nc1ccccc1SCCS(=O)(=O)c1ccc(Cl)cc1	-2	-2	0	-2	4	-4	-0.3	-4	-1	-4
Cc1ccc(NC(=O)CSc2nnc(C3CC3)n2C)cc1S(=O)(=O)N1CCCCC1	4	4	6	-2	2	6	-0.5	0	3	-6
O=C(NCCc1ccccc1)c1ccc(Br)o1	3	-5	3	10	9	1	0.2	-3	-3	9
Cc1cc(CNC(=O)C2(C(F)(F)F)CC(CCCO)CCCO2)nn1C (stereo unspecified)	-1	13	12	-3	-1	-13	0.0	-4	1	-2
Cc1cc(NC(=O)CSc2ncnc3sc(C)c(C)c23)no1	3	-11	4	2	2	-1	0.4	0	-2	-3
O=C1CCCN1C(=O)CSc1ccc2ccccc2n1	-3	-8	5	-2	-18	-5	-0.2	-5	-2	-4
COc1ccc(Cc2nnc3sc(SCC(=O)Nc4ccccc4)nn3c2=O)cc1OC	-1	3	-10	1	3	-4	0.8	-3	-2	2
O=C1C(Cl)=C(Oc2ccccc2)C(=O)c2ccccc21	1	-1	0	-4	-7	3	2.4	1	-6	-2
O=C(Nc1nnc(-c2ccccn2)o1)c1ccc(Br)cc1	-4	2	-5	2	1	-4	-0.1	-3	-7	2
CCOC(=O)C(C(=O)Nc1ccccn1)C1CCCCC1 (stereo unspecified)	2	12	-10	-7	-55	2	-0.7	-6	0	3
COc1ccccc1CCNC(=O)c1c(N)[nH]c(C(=O)c2ccccc2)c1-c1ccc(Br)cc1	1	10	17	-7	6	1	0.9	0	-1	-5
Cc1noc(NS(=O)(=O)c2ccc(N/C=C\C(=O)c3cccc4ccccc34)cc2)c1C	3	-14	10	-5	-1	5	0.1	1	-19	-12
CCC(C)Sc1nc2c([nH]c3ccccc32)c(=O)n1C (stereo unspecified)	-2	-9	3	4	-7	4	-1.0	-3	0	7
CC(=O)Nc1ccc(C(=O)CSc2nccc(=O)[nH]2)cc1	0	1	-1	7	-4	4	-0.1	-3	-2	3
COc1ccc(CCNC(=O)c2cc(C(=O)c3cc(Cl)ccc3O)cn(CCc3ccc(OC)cc3)c2=O)cc1	1	8	-4	-6	-6	13	-0.4	-2	-1	4
CCc1nc2ccc(C(=O)NCCOc3ccc(OC)cc3)cn2c1N(C)Cc1ccc(OC)cc1	-3	3	-5	-1	1	2	-0.4	0	-5	-6
CC1CCN(C(=O)Cn2nnc(-c3ccc(N)cc3)n2)CC1	-5	1	3	4	-1	5	0.1	-4	-2	-3
O=C(CSc1nc2ccccc2nc1N1CCCCC1)N1CCN(S(=O)(=O)c2cc(Cl)ccc2Cl)CC1	1	·	·	-1	-4	0	-18	-1	-3	-5
CCOc1cc(-c2nn3cnnc3s2)cc(OCC)c1OCC	0	-13	6	0	-4	2	0.2	-3	-2	-5
COc1ccc(Cl)cc1NC(=O)CSc1nnc(C2CC2)n1N	-2	20	7	-2	-15	3	0.2	-6	3	-2
Clc1ccc(Cc2nn3c(Cn4nnc5ccccc54)nnc3s2)cc1	1	-4	-9	1	-1	4	0.1	-2	3	-2
COc1ccc(C(=O)Nc2ccccc2C(=O)N2CCOCC2)cc1Br	1	-10	8	-1	0	17	0.1	-2	0	5
N#Cc1c(NC(=O)COC(=O)C2=COCCO2)sc2c1CCCC2	-4	16	3	4	-15	1	-0.6	-5	-1	5
O=[N+]([O-])c1ccc(NCCCNS(=O)(=O)c2ccc(Cl)cc2)c(Cl)c1	-2	0	-6	14	4	-8	-0.2	4	0	4
COC(=O)c1cc(-c2cccs2)nn1-c1ccccc1	0	1	18	3	-2	13	-0.3	1	-3	-4

(list continues)
SMILES	LEDGF integ inh	ARFGAP1 inh	ASAP1 inh	Tn7 DDE FP	ADAM10 inh	TDP2 absorb	KLK7 zymogen act	ADAM17 inh	PLCg1 inh	Tn6 DDE FP
CCCCN(CC)Cc1ccc(CNC(=S)Nc2c(C)cc(C)cc2C)o1	2	2	-7	10	-5	-5	0.2	-6	-1	9
Cc1ccc(OC(=O)C23CC4CC(CC(C4)C2)C3)c(C)n1	0	0	19	-3	-11	0	-0.3	-4	1	11
COc1cc(/C=N/NC(=O)c2ccc3nc[nH]c3c2)ccc1O	-4	5	1	-2	-2	6	0.2	-1	-9	-7
CCC(=O)N1CCCn2c1nc1ccccc12	2	6	1	2	4	9	-0.2	-4	-1	1
Cc1coc2c1c(C)cc1oc(=O)c(Cc3ccccc3)c(C)c12	15*	-10	1	-9	-4	7	-0.1	-3	-6	-2
COCc1c(C(=O)NC(C)c2ccc(S(N)(=O)=O)cc2)oc2ccccc12 (stereo unspecified)	2	5	-9	-5	5	-7	0.8	1	4	5
O=C(COC(=O)/C=C/c1ccc(S(=O)(=O)N2CCOCC2)cc1)NCc1ccc(F)cc1	-9	-2	2	4	-8	-13	0.9	2	1	6
CSCCC(NS(=O)(=O)/C=C/c1ccccc1)C(=O)N1CCC(C)CC1 (stereo unspecified)	0	6	-2	-2	-13	-5	0.1	-3	1	-3
CCOC(=O)C1(CCOc2ccccc2)CCN(Cc2cccn2-c2cccnc2)CC1	1	-12	1	-1	0	3	0.1	-1	2	2
CCN(CC)CC(C)CNC(=O)C1(O)c2ccccc2NC(=O)N1c1ccc(Cl)c(Cl)c1 (stereo unspecified)	2	-5	-4	1	-2	3	0.1	-4	0	2
CC(CN1C(C)CCCC1C)OC(=O)c1ccc(Cl)cc1Cl (stereo unspecified)	-1	7	0	2	-9	-4	-0.1	-8	-2	-4
COc1cccc(CC(O)CC2c3c(cc4c(c3OC)OCO4)CCN2C)c1 (stereo unspecified)	1	10	-1	11	-4	-2	0.1	-4	-7	-3
CC(C)n1nc(C(=O)Nc2nc3ccc(S(C)(=O)=O)cc3s2)c2ccccc2c1=O	-1	10	-2	0	2	3	0.3	-5	-2	3
CCOC(=O)c1ccc(NC(=S)N(CCCN2CCCC(C)C2)Cc2cccs2)cc1 (stereo unspecified)	2	5	-8	-7	2	-1	0.7	-2	4	11
